TEAD-YAP inh: TEAD-YAP interaction inhibition. HEK-TIYL cells, TEAD-Gal4/YAP UAS-luciferase luminescence. inhibition, % at 9.12 µM. hit rate 1.4% among 640,000. AID 1259422; in the data active means inhibition above about 32%;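 further: 0% = median of test compound wells and 100% = reference inhibitor wells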
FBW7 act: activators of human E3 ligase FBW7. Q969H0. AlphaScreen FBW7–phospho-cyclin E peptide binding, activator screen. normalized activity (activation), % at 26.1 µM. hit rate 0.13% among 650,000; in the data active means normalized activity above about 1.9%;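 further: purified mutant Fbw7 with reduced substrate affinity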
GPR151 ag: activates the human receptor GPR151; Q8TDV0; PathHunter beta-arrestin GPR151 cells, luminescence; activation, % at 11.2 µM; hit rate 1% among 650,000; AID 1508602; in the data active means activation above about 4.9%;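 further: 0% = median of compound wells and 100% = cells with positive control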
Target sequence (Q8TDV0 whole entry, looked up): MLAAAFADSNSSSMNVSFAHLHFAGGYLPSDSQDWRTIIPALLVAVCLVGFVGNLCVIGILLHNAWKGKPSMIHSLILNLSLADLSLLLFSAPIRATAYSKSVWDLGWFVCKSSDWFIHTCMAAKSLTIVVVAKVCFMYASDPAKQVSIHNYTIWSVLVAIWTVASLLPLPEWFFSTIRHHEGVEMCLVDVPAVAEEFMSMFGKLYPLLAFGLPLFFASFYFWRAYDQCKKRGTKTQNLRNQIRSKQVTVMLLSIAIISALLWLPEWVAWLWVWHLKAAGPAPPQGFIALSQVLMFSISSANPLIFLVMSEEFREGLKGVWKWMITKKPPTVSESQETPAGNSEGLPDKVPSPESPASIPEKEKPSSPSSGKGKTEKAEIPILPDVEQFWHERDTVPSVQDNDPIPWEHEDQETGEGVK
MITF inh: human MITF inhibition, primary screen. AlphaScreen MITF homodimerization, bead proximity signal. inhibition, % at 2.6 µM. hit rate 0.91% among 650,000. AID 1259374; in the data active means inhibition above about 50%;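 further: 0% = vehicle wells with protein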
Target sequence (O75030 whole entry, looked up): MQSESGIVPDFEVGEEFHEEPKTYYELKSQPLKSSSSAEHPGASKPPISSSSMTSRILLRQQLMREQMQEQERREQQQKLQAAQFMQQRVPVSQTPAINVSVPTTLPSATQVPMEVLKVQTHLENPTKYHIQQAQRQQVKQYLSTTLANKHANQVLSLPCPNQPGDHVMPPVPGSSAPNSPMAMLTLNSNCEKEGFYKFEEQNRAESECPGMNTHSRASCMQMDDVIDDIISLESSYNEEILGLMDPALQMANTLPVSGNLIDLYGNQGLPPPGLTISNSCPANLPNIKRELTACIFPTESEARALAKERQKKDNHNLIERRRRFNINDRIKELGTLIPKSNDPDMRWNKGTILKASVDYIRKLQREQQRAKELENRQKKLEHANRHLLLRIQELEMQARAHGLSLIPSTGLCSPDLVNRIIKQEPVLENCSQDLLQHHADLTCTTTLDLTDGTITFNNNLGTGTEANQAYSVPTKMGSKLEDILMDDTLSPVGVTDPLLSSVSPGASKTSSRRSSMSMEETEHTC
Numbers without * were called inactive; & = joins results of further samples.

canonical_smiles | TEAD-YAP inh | FBW7 act | GPR151 ag | MITF inh
COc1ccc(NC(=O)c2oc3ccc4c(c3c2C)C(=O)CC(C)(C)O4)cc1OC | 23 | 0.0 | -0.4 | 5
Cc1c(C(=O)Nc2ccccc2Cl)sc2ncn(CC(=O)N3CCOCC3)c(=O)c12 | -2 | -0.2 | -0.3 | -6
CCOc1cc(C(=O)Nc2ccc3nn(-c4cccc(C(F)(F)F)c4)nc3c2)cc(OCC)c1OCC | 5 | 0.0 | 0.3 | 15
C/C(=C\C(=O)c1ccc(Cl)cc1)Nc1ccncc1 | -1 | -0.1 | 3.4 | -21
Cc1ccc(NC(=O)N[C@H]2C[C@H]3C(=O)N[C@@H]([C@@H](C)O)C(=O)N3C2)cc1C | -5 | -0.2 | 1.3 | 1
CCCC(=O)Nc1sc(C(=O)Nc2cccc([N+](=O)[O-])c2)c(C)c1C(=O)OC | -63 | 0.0 | 2.8 | -9
Cc1cccc(-n2c(-c3ccccc3)cn3c4c(=O)n(CCCO)c(=O)n(C)c4nc23)c1 | 0 | 0.0 | 0.2 | 14
c1cncc(CNc2cc(-c3ccc(N4CCOCC4)nc3)ncn2)c1 | -8 | 0.3 | -0.3 | 4
O=c1oc(-c2ccco2)nc2sc3c(c12)CCC3 | 3 | -0.1 | -4.3 | 3
O=C(Nc1cc(-c2nc3ccccc3s2)ccc1Cl)c1cc2ccccc2o1 | -4 | 0.0 | -0.4 | 9
COc1ccc(CNCCN(C)C)cc1Br | -1 | 0.2 | 1.2 | 9
CC(C)NCC(O)c1cc(O)cc(O)c1 (configuration not stated) | -2&6 | 0.1&0.0&0.0&0.0 | 0.8&1.2&2.7&2.1 | 1&-4&18&5
N=C1c2ccccc2CN1n1cnc2scc(-c3ccccc3)c2c1=O | 15 | 0.8 | 0.0 | 32
COC(=O)C(NC(=O)COc1ccc(Cl)cc1Cl)C(C)C (configuration not stated) | 1 | 0.1 | -0.9 | 7
Cc1c(C(=O)N2CCOCC2)oc2c1-c1nn(CC(=O)NC3CCCCCC3)cc1CC2 | 3 | 0.2 | 0.9 | 4
CCC1CCCCN1C(=O)c1cc2nc(-c3ccc(Cl)cc3)cc(C(F)(F)F)n2n1 (configuration not stated) | -12 | -0.1 | -0.6 | -14
CN1C(=O)C(C)(C)c2cc(S(=O)(=O)N3CCN(C4CCCCC4)CC3)ccc21 | 4 | 0.8 | 2.5 | 4
CNC(=O)Cn1c(CO)cnc1SCC(=O)N1CCc2ccccc21 | -5 | -0.1 | -1.8 | 20
Cc1ccccc1-n1cc(CNC(=O)Cn2nnnc2CN2CCC(C)CC2)cn1 | 13 | 0.2 | -1.3 | 10
O=C1c2cccnc2C(=O)N1Cc1ccc(S(=O)(=O)N2CCCCCC2)cc1 | -3 | 0.4 | -2.6 | 4
CC(=O)N/C(=C\c1ccccc1)C(=O)NC(CCC(=O)O)C(=O)O (configuration not stated) | 5 | 0.3 | 0.5 | -1
Cc1ccccc1N(C(F)F)S(=O)(=O)c1cccs1 | 14 | 0.2 | -0.6 | 5
COc1ccc(S(=O)(=O)N2CCC(O)(c3cccnc3)CC2)cc1OC | -4 | 0.1 | 0.3 | 9
CCOc1cc(C(=O)Nc2ccc(-c3nc4cc(Cl)cc(Cl)c4o3)cc2)cc(OCC)c1OCC | -4 | 0.1 | 3.1 | 5
NC(=O)c1cccc(NC(=O)c2ccccc2I)c1 | 5 | -0.1 | 0.6 | 7
COC(=O)CN(c1ccc2c(c1)OCCO2)S(=O)(=O)c1ccccc1 | 8 | -0.1 | 1.9 | -1
CCOC(=O)N1CCC2(CC1)OCc1cc(-c3cccs3)ccc1O2 | -5 | 0.2 | -1.1 | -11
CCOC(=O)c1cnc(SCC(=O)Nc2ccc(C)cc2Cl)nc1N | -1 | 0.0 | -0.3 | -1
CC[C@H](C)[C@H](NC(N)=O)C(=O)Nc1ccc(I)cc1 | -3 | 0.1 | 0.2 | -5
Nc1c(C(=O)c2ccc(Br)cc2)sc2nc3c(c(-c4ccco4)c12)CCCCC3 | 1 | 0.0 | 2.7 | -3

Next section (2 carried over from the part before).
canonical_smiles | TEAD-YAP inh | FBW7 act | GPR151 ag | MITF inh
CC[C@H](C)[C@H](NC(N)=O)C(=O)Nc1ccc(I)cc1 | -3 | 0.1 | 0.2 | -5
Nc1c(C(=O)c2ccc(Br)cc2)sc2nc3c(c(-c4ccco4)c12)CCCCC3 | 1 | 0.0 | 2.7 | -3
COc1ccc(C2(C(=O)NC3CCCCC3)CCCC2)cc1OC | -12 | 0.0 | -1.3 | -12
O=C(Cc1ccccc1)NCc1nnc(SCC(=O)Nc2ccccc2C(F)(F)F)n1-c1cccc(Cl)c1 | 6 | 0.1 | 0.1 | -7
COc1ccc(CCNc2nc(N3CCC(N4CCOCC4)CC3)nc3nc[nH]c23)cc1 | -8 | -0.2 | 1.7 | 10
CC(C)n1c(N2CCc3ccccc3C2)nc2c(NCc3ccccc3)ncnc21 | -6 | 0.1 | -0.8 | -14
O=C(NCCOc1ccc(Cl)cc1)C(=O)Nc1cccc(C(F)(F)F)c1 | -5 | 0.2 | 0.1 | 2
Cc1cccc(N2CCN(CC(=O)Nc3nccs3)CC2)c1C | 3 | -0.1 | -0.2 | 7
COc1ccc(NC(=O)CSc2nc3ccc(OC)cc3[nH]2)c(OC)c1 | 4 | -0.2 | -0.1 | 9
CCn1c(=O)c2cc(C(=O)Nc3cc(OC)c(OC)c(OC)c3)sc2c2ccccc21 | 20 | -0.1 | -1.1 | 3
Cc1cc(N2C(=O)CSC2c2cccc(C(F)(F)F)c2)ccc1Br (configuration not stated) | -11 | -0.1 | 0.5 | 11
COCCOC(=O)C1=C(C)NC2=C(C(=O)CC(C)(C)C2)C1c1ccc(Cl)cc1Cl (configuration not stated) | 12 | 0.1 | 0.0 | -1
O=C1CSC(c2c(F)cccc2Cl)N1c1ccccc1 (configuration not stated) | -6 | 0.9 | -0.5 | 15
COC(=O)C1=C(C)N(CC(C)C)C(=O)/C1=C\c1ccccc1[N+](=O)[O-] | -24 | 0.1 | 4.7 | 20
Cc1cccn2c(=O)c3cc(C(=O)Nc4ccccc4C(N)=O)n(C)c3nc12 | 9 | 0.3 | -0.4 | 11
O=C1c2ccc(Oc3cccc(-n4c(=O)c5ccccc5c5ccccc5c4=O)c3)cc2C(=O)N1c1ccccc1 | 7 | -0.4 | 0.5 | 5
CC(=O)c1cccc(N2Cc3ccccc3C2)c1 | -21 | -0.3 | -0.5 | -4
Cc1ccc(S(=O)(=O)N(CC#N)CC#N)cc1 | 5 | 0.2 | 2.0 | 2
Cc1cc(NC(=O)CCC(=O)N(CC(=O)NCC2CCCO2)c2ccc(C)c(C)c2)no1 (configuration not stated) | -11 | 0.0 | 0.2 | -4
COc1ccc(-c2noc(CN3CCCCC3CO)n2)c(OC)c1OC (configuration not stated) | -6 | 0.3 | -0.6 | 9
COC(=O)c1cccnc1NC(=S)NNC(=O)c1ccccc1 | -9 | 0.0 | 0.0 | 0
CC1=CCC2(C(=O)OC(C)(C)OC2=O)C(c2ccc([N+](=O)[O-])cc2)C1 (configuration not stated) | 4 | 0.0 | 1.0 | 2
O=C(NCCO)c1cnc(N2CCN(Cc3ccc4c(c3)OCO4)CC2)s1 | -1 | 0.2 | 0.0 | 5
COc1cc(CN2CCN(Cc3c[nH]c4ccccc34)CC2)cc(OC)c1OC | 8 | 0.2 | 0.5 | 56*
Cc1cc(-n2c(SCc3ccccc3C)nc3ccsc3c2=O)ccc1Cl | 12 | 0.5 | 0.0 | 10
Cc1c(C(=O)NC2CCCC(C)C2C)sc2ncnc(N3CCN(c4ccccc4)CC3)c12 (configuration not stated) | 6 | 0.3 | -0.1 | 25
COc1ccccc1N(CC(=O)Nc1ccccc1)S(=O)(=O)c1ccc(C)cc1 | 8 | 0.0 | 0.7 | 3
CC(=O)c1ccc(OCCCC(=O)Nc2nc(-c3c[nH]c4ccccc34)cs2)cc1 | 6 | 0.3 | -0.1 | 19
COc1ccccc1N1CCN(C(=O)C[n+]2ccccc2)CC1 | 12 | 0.1 | -0.1 | 21
CCCc1cc(C(=O)Nc2c(C)nn(Cc3ccccc3)c2C)no1 | 13 | -0.1 | -0.3 | 4
COc1ccc(/C=C2\N=C(c3ccccc3I)OC2=O)cc1OC | 9 | 0.1 | 0.9 | 8
CN1C(=O)CC(C(=O)NCCc2ccccc2)SC1=Nc1ccc(I)cc1 (configuration not stated) | 1 | -0.1 | 0.6 | 1
Cc1c(C#N)c(=O)ncn1Cc1ccccc1 | 7 | 0.2 | -0.4 | 0
Cc1cc(N2CCN(c3cnccn3)CC2)n2nc(-c3ccc(F)cc3)cc2n1 | 1 | 0.0 | 0.0 | -8
CC1=C(C(=O)OCc2ccccc2)C(c2ccncc2)C2=C(CC(c3ccccc3)CC2=O)N1 (configuration not stated) | 8 | 0.5 | -1.4 | -11
Cc1ccc(S(=O)(=O)NC(C)C(=O)Nc2ccccc2F)cc1 (configuration not stated) | -7 | 0.6 | -1.4 | -5
CCOc1cc(C2C3=C(CCCC3=O)N(C)C3=C2C(=O)CCC3)cc(Cl)c1OC | 4 | -0.1 | -0.6 | -11
COc1cc(OC)c(C(=O)OCC(=O)/C(C#N)=C(\C)N)cc1OC | 0 | 0.3 | -0.7 | 4
Cc1c(NC(=O)c2ccc(Br)cc2)c(=O)n(-c2ccccc2)n1C | 0 | -0.1 | 0.5 | 8
O=c1[nH]c(/C=C2\C=Nc3ccccc32)c(O)n1Cc1ccccc1F | 5 | -0.1 | 0.2 | 7
COc1cc(C2C3=C(CC(C)(C)CC3=O)OC3=C2C(=O)CC(C)(C)C3)ccc1Oc1nc2nonc2nc1Nc1cccc(C)c1C | 9 | 0.1 | -0.4 | 7
O=C(Cc1ccccc1)N/N=C/c1cc(O)c(Br)cc1Br | -2 | 1.0 | -0.1 | 12
COc1ccc(C(=O)n2cnc3ccccc32)cc1OC | -12 | 0.1 | -0.3 | -26
COc1ccc(C(=O)N/N=C(\N)c2cc3c(ccc4ccccc43)oc2=O)cc1 | 0 | 0.7 | -1.5 | 19
CSc1ccc(OC(=O)c2ccccc2F)cc1 | -3 | 0.0 | 0.6 | -1
O=C(CC1C(=O)NCCN1Cc1ccc(F)c(F)c1)NCc1cccnc1 (configuration not stated) | -5 | 0.0 | -0.9 | 2
CC(=O)N1CCN(CC(=O)/C=C2\N(C)c3ccccc3C2(C)C)CC1 | -4 | 0.6 | 0.4 | 22
COc1ccc(Cl)cc1S(=O)(=O)N1CCN(C(=O)c2c(F)cccc2F)CC1 | -11 | 0.3 | -0.9 | 9
Cc1cccc(CNc2ncnc3sc(C(=O)N4CCCC(C)C4)c(C)c23)n1 (configuration not stated) | -7 | 0.3 | -0.8 | -18
COC(=O)c1ccsc1NC(=O)C(C)C | 7 | 0.0 | 0.8 | 2
C(=N/N1CCN(c2ccccn2)CC1)/c1ccncc1 | -19 | -0.1 | 0.7 | 14
Cc1ccc(-n2nc3c(c2NC(=O)c2cccc(F)c2)CS(=O)(=O)C3)cc1 | -3 | 0.0 | -0.9 | -2
O=C(CCc1ccccc1)Nc1nnc(Cc2ccc(Cl)cc2Cl)s1 | -4 | 0.1 | -1.0 | 7
Clc1cccc(Cl)c1CN1CCN(c2ncccn2)CC1 | -4 | 0.3 | 3.5 | -5
COc1ccc(C2/C(=C(\O)c3ccccc3)C(=O)C(=O)N2c2nc3ccccc3s2)cc1 (configuration not stated) | -15 | -0.1 | 0.4 | -8
Cn1c2c(c(=O)n(C)c1=O)C(c1cccc([N+](=O)[O-])c1)C1=C(N2)c2ccccc2C1=O (configuration not stated) | 7 | 0.6 | -2.3 | 27
CC1CCCCN1C(=S)NC(=O)c1ccccc1 (configuration not stated) | -11 | -0.1 | -1.2 | 7
S=C(Nc1cccc(Cl)c1)NC12CN3CN(CN(C3)C1)C2 | -3 | -0.1 | 0.4 | 1
O=S(=O)(c1ccccc1Br)N1CCN(c2nc3ccccc3s2)CC1 | -18 | 0.1 | 0.2 | 1
Nn1c(SCc2ccc(Cl)cc2)nnc1-c1ccccc1 | 7 | -0.1 | 0.0 | 10
COc1cc(NC(=O)c2ccccc2[N+](=O)[O-])ccc1NC(=O)c1cc2ccccc2o1 | -1 | -0.1 | 1.2 | -3
CCc1[nH]nc2c1C1(C(=O)Nc3ccccc31)C(C#N)=C(N)O2 (configuration not stated) | -2 | 0.1 | 1.0 | 10
O=C(CC(=O)c1ccccc1)Nc1cccnc1Cl | -53 | 0.1 | -2.3 | -12
CC(C)C(=O)Nc1cccc(NC(=S)NC(=O)/C=C/c2ccco2)c1 | -41 | -0.1 | -0.2 | -2
CSCc1ccc(C(=O)Nc2ccc(C)cc2O)cc1 | -33 | 0.0 | 1.1 | 10

Results in MITF inh, for some of the entries so far:
smiles,MITF inh
O=C(Cc1ccccc1)N/N=C/c1cc(O)c(Br)cc1Br,12
COc1ccc(C(=O)n2cnc3ccccc32)cc1OC,-26
COc1ccc(C(=O)N/N=C(\N)c2cc3c(ccc4ccccc43)oc2=O)cc1,19
CSc1ccc(OC(=O)c2ccccc2F)cc1,-1

Bioassay records from PubChem.
